SRC3 inh: inhibitors of human steroid receptor coactivator 3 (SRC3) | Q9Y6Q9 | 0.17% of 360,000 active | inhibition, % at 3.6 µM | HEK293 GAL4-SRC3 luciferase reporter, luminescence | AID 588352;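 active means inhibition above a per-campaign cutoff, the mean of all compounds plus 3 SD, cut at about 60% in these data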;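 further: 0% = DMSO-treated cells and 100% = gossypol-treated cells at 36 µM; higher means less SRC3-driven luciferase light from the GAL4 reporter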
TRAIL sens C8: caspase-8 TRAIL sensitization; NB7+C8 cells + TRAIL, ATPlite viability luminescence; 1% of 360,000 active; inhibition (viability loss, TRAIL sensitization), % at 10 µM;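 active means compounds causing at least 50% loss of cell viability in the single-dose screen, relative to plate controls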
NOD2 RIPK2 PPI: inhibitors of human NOD2-RIPK2 interaction; 0.38% of 360,000 active; inhibition, % at 4.98 µM; CHO BLA complementation NOD2-RIPK2, CCF4 ratio; AID 624267; O43353; in the data active means inhibition above about 21%;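 further: 0% = vehicle only and 100% = reference blocker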
NCOA2 inhibitor: inhibits human steroid receptor coactivator 2; Q15596; HEK293 GAL4-SRC2 luciferase reporter, luminescence; 0.17% of 370,000 active; inhibition, % at 9 µM;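 active means inhibition above the mean inhibition of all tested compounds plus 3 SD, set per campaign, cut at about 52% in these data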;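 further: 0% = DMSO treated cells and 100% = cells given Gossypol at 36 µM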
Target sequence (Q15596 whole entry, looked up, the tested form may be a part): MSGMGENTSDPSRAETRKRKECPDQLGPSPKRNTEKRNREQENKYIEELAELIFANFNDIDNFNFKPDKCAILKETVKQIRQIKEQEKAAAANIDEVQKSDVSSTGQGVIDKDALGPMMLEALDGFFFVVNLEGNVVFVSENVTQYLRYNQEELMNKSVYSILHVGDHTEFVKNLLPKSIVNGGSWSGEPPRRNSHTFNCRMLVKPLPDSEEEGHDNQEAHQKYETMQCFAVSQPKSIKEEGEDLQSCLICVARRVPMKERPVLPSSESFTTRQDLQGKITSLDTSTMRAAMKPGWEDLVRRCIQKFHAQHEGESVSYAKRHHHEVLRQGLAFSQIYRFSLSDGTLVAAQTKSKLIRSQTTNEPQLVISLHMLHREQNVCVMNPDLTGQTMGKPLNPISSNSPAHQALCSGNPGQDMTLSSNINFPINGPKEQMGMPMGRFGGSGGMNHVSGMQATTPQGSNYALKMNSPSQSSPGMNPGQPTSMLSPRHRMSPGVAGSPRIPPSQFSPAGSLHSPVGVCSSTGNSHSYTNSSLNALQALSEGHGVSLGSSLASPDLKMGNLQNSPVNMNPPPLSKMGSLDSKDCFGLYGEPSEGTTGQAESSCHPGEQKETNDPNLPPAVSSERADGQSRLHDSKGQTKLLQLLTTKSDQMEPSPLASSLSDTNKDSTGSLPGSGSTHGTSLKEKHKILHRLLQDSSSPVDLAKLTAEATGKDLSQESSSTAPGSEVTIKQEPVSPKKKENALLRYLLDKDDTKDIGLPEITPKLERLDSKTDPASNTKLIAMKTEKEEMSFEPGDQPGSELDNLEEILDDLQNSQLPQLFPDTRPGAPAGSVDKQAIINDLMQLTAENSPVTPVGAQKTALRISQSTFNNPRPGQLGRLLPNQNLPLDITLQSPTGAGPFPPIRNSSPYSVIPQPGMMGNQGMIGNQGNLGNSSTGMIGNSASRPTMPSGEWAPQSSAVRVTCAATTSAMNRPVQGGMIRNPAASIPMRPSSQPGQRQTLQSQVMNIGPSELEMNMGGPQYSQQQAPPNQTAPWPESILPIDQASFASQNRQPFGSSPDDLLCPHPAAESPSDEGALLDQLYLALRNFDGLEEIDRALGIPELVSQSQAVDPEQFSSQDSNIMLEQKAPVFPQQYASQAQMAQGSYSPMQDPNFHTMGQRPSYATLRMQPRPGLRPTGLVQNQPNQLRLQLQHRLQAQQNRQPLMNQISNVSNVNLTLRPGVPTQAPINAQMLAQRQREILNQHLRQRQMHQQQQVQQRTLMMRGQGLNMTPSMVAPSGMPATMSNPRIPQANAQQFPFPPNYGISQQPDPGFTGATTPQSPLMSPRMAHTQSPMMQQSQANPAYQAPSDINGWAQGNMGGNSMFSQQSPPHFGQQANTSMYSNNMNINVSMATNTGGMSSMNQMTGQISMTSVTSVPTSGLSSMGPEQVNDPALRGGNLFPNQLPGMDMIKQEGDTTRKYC
NCOA1 inh: inhibitors of human steroid receptor coactivator 1 (SRC1) | Q15788 | HEK293 GAL4-SRC1 luciferase reporter, luminescence | inhibition, % at 3.6 µM | 0.12% of 360,000 active | AID 588354;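 active means inhibition above the campaign mean plus 3 SD, with each screening campaign given its own cutoff, cut at about 60% in these data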;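 further: 0% = DMSO treated cells and 100% = gossypol at 36 µM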
LRH-1 inv ag: suppresses constitutive activity of human LRH-1; inhibition, % at 3.6 µM; HEK293T StAR-luciferase reporter, LRH-1 transfected, 24 h; AID 602396; 0.13% of 360,000 active; O00482;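 active means inhibition above the mean inhibition of all tested compounds plus 3 SD, cut at about 73% in these data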;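 further: 0% = DMSO wells and 100% = reporter-only cells lacking LRH-1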
TROY signal inh: TROY signaling inhibition; 0.98% of 360,000 active; inhibition, % at 10 µM; Q293 LMP1-TROYcd NF-kB luciferase reporter, 4 h;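 active means compounds whose plate-normalised and pattern-corrected inhibition of the luciferase reporter signal at the single screening dose is 50% or more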
TWEAK-Fn14 inh: TWEAK-Fn14 signaling inhibition; 2% of 360,000 active; AID 1159606; TWEAK-stimulated Fn14 reporter cells, luciferase luminescence, 8 h; inhibition, % at 10 µM; in the data active means inhibition above about 50%
NR2F2 inh: inhibitors of human COUP-TFII (NR2F2). HEK293T NGFI-A luciferase reporter, luminescence. 0.7% of 370,000 active. inhibition, % at 8.6 µM. P24468;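 active means inhibition above a per-plate cutoff, mean inhibition of test wells between control levels plus 3 SD, cut at about 38% in these data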;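 further: cells cotransfected with COUP-TFII expression vector driving the NGFI-A reporter; 0% = median of COUP-TF2 test wells and 100% = reporter-only cells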
EBV LMP1 NFkB: inhibitors of Epstein-Barr LMP1-induced NF-kappaB reporter | inhibition, % at 12.5 µM | 0.69% of 350,000 active | AID 504558 | LMP1-induced NF-kappaB luciferase reporter cells, luminescence; in the data active means inhibition above about 41%;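 further: 0% = neutral control wells and 100% = reference inhibitor control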
TLR9-MyD88 inh: TLR9-MyD88 interaction inhibition; 0.21% of 340,000 active; inhibition, % at 4.98 µM; CHO BLA complementation TLR9-MyD88, CCF4 FRET ratio; AID 504734; Q9NR96+Q99836;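 active means inhibition above the mean over all tested compounds plus 3 SD, cut at about 21% in these data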;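 further: 0% = DMSO only wells and 100% = clavulanate BLA inhibitor control wells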
* hit, by the source's call; . = not tested or not shown. This is a subset; the hit share may differ from the screen's.

SMILES	SRC3 inh	TRAIL sens C8	NOD2 RIPK2 PPI	NCOA2 inhibitor	NCOA1 inh	LRH-1 inv ag	TROY signal inh	TWEAK-Fn14 inh	NR2F2 inh	EBV LMP1 NFkB	TLR9-MyD88 inh
COc1ccc(NC(=O)N2CCOCC2)cc1OC	13	-14	-8	-22	-4	-3	13	-1	4	3	-7
OC[C@@H](O)[C@@H](O[C@H]1O[C@H](CO)[C@@H](O)[C@H](O)[C@H]1O)[C@H](O)[C@@H](O)CO	0	-4	-1	10	-1	-10	-5	6	9	9	-2
O=c1c2ccccc2nc(-c2ccc(Cl)cc2Cl)n1CCCn1ccnc1	11	3	-8	7	5	0	-5	17	7	5	7
COc1ccc(OC2C(=O)N(Cc3ccc4c(c3)OCO4)C2c2cccs2)cc1 (configuration not stated)	15	1	0	-2	-47	21	37	61*	-15	19	0
C[C@H](NC(=O)c1ncn(Cc2ccccc2)c1C(=O)N[C@@H](C)c1ccccc1)c1ccccc1	10	6	11	2	-19	7	-7	7	-7	-12	-6
CN(CC(=O)Nc1cccc(F)c1)C(=O)Cc1n[nH]c(=O)c2ccccc12	5	4	2	-46	-22	-34	-16	-4	-10	-6	-4
Cc1cc(Cl)ccc1NC(=S)N(CCCN1CCOCC1)Cc1cccs1	3	-7	2	7	4	2	2	-9	-6	6	-11
S=c1[nH]nc(/C=C/c2ccccc2)o1	7	1	-12	8	-4	8	18	9	6	8	-15
[N-]=[N+]=N[C@@H](CCN1CC[C@H](O)CCC1=O)c1ccccc1	-17	-4	-1	-43	-32	-19	-15	-7	1	1	4
Cn1c(SCC(N)=O)nnc1-c1ccc(S(=O)(=O)N2CCCC2)cc1	10	1	-18	-17	-8	4	7	-7	-18	-4	1
O=S1(=O)CC2N=C(N(Cc3ccc(F)cc3Cl)c3ccccc3F)SC2C1 (configuration not stated)	14	-21	-4	-32	4	1	7	13	3	-16	2
CC(=O)CC1c2cc(F)ccc2C=C(c2ccsc2)N1c1ccc(C#Cc2cncn2C)cc1 (configuration not stated)	.	-5	4	4	.	-15	-3	14	14	.	.
CCN(C(=O)COC(=O)CNC(=O)c1ccc(Cl)cc1Cl)c1c(N)n(Cc2ccccc2)c(=O)[nH]c1=O	4	-16	6	12	3	2	-28	-9	-5	4	13
COc1cccc(-c2cc(NC=O)c3ncc(-c4cccc(C(=O)NCCN(C)C)c4)n3c2)c1	6	-1	-2	-4	4	9	-2	-17	-9	.	.
Cc1ccc(S(=O)(=O)N2CCOCC2)cc1C(=O)NC(=S)N(Cc1ccccc1)C(C)C	4	-4	-5	15	7	7	8	9	5	0	7
N#Cc1nc(-c2cccs2)oc1N1CCN(c2ccccc2)CC1	10	-7	2	-6	-1	-17	14	-18	0	11	6
CCCc1nc(NC2CCCCC2)c(C#N)c2c1COC(C)(C)C2	3	-1	-11	10	2	3	-6	-27	0	-9	-6
Cc1ccc([C@H]2C[C@@H](O)[C@H](n3cc(C4CC4)nn3)CN2C(=O)C2CCCCC2)cc1	16	2	5	-25	-7	20	-9	24	-3	-2	-5
CCCc1nnc(NC(=O)C2CC(=O)N(CCc3ccc(F)cc3)C2)s1 (configuration not stated)	-23	3	-1	-3	-6	22	11	9	10	-4	2
O=C(NC1CC1)c1ccc(C2SCC(=O)N2Cc2ccccc2)cc1 (configuration not stated)	7	-2	2	-23	-26	-1	5	-11	-10	14	2
Cc1cc(S(=O)(=O)N(Cc2ccc(C(C)(C)C)cc2)Cc2cccs2)ccc1-n1cnnn1	10	16	-5	-14	2	0	-8	-2	17	-1	-10
COc1c(C(C)C)oc2cc3oc(=O)ccc3cc12	-8	-2	2	-24	-33	20	-23	-30	-42	-2	-1
Cc1ccc(S(=O)(=O)N2CCC(=O)N([C@H](COCc3ccc(C(F)(F)F)cc3)Cc3ccccc3)CC2)cc1	.	13	-3	-61	.	-14	-7	3	12	.	.
O=C(CN(C(=O)CSc1nc2ccccc2o1)c1ccccc1F)NC1CCCCC1	4	11	4	-16	5	-30	-13	5	-2	-5	8
COc1ccc(NC(=O)C2CCCN(S(=O)(=O)c3c(C)[nH]c(=O)[nH]c3=O)C2)cc1Cl (configuration not stated)	26	-10	-6	-14	-10	10	-16	-26	10	3	-10
(list continues)
SMILES	SRC3 inh	TRAIL sens C8	NOD2 RIPK2 PPI	NCOA2 inhibitor	NCOA1 inh	LRH-1 inv ag	TROY signal inh	TWEAK-Fn14 inh	NR2F2 inh	EBV LMP1 NFkB	TLR9-MyD88 inh
Cc1ccc(-c2cc(C(=O)Nc3cnn(C(C)C)c3)no2)cc1	-31	9	3	-20	-29	-19	1	17	-16	6	5
CN1CCN(C(=O)CNC(=O)Cc2ccc(Cl)cc2)CC1	2	-4	10	6	-13	-6	-1	3	-3	5	2
COc1ccc(S(=O)(=O)N(C)CC(=O)N2CCOCC2)cc1Cl	-9	-20	-5	-10	-11	21	4	-14	-7	7	-14
O=C(NC(N1CCOCC1)C(Cl)(Cl)Cl)c1cc([N+](=O)[O-])cc([N+](=O)[O-])c1 (configuration not stated)	14	1	-4	-4	-13	-14	-16	-11	15	-5	-1
COC(=O)Cc1ccc2c3ccccc3n(C)c2c1	-24	-15	-2	-8	-4	-25	-43	-29	-5	-14	-5
CCOC(=O)c1[nH]ncc1[C@@H]1C[C@H]2CN(Cc3cccc(Cl)c3)C(=O)[C@]23CCCN13	14	5	12	-6	19	-8	1	5	0	-9	6
O=C(CN1C(=O)NC2(CCc3ccccc32)C1=O)c1ccc(Br)s1 (configuration not stated)	-13	-10	-3	1	-6	-20	1	16	-5	0	-7
O=C(CNCCC1=CCCCC1)Nc1ccccc1N1CCCCC1	8	-12	-9	16	-14	5	-2	2	12	-15	4
Cc1ccc(SC(C)C(=O)NCc2ccc(F)cc2)cc1 (configuration not stated)	5	-11	-7	-14	10	5	0	4	-11	6	1
Cc1ccc(C)c(N2CCN(C(=O)C3CCN(c4nc(C)cc(C)n4)CC3)CC2)c1	3	6	9	8	1	-15	18	0	7	6	-4
CCOC(=O)c1c(CN(CC)CC)n(C)c2cc(Br)c(O)cc12	19	-12	9	4	26	-8	-15	-13	4	2	0
Nc1ccc2oc3ccccc3c2c1	-52	0	-9	-31	-55	-78	-43	-18	-32	-16	-11
COc1ccc(CCNC(=O)Nc2ccc3nc([C@@H]4O[C@H](CO)[C@@H](O)[C@H](O)[C@H]4O)[nH]c3c2)cc1Br	-4	0	-15	-24	-16	9	-28	9	-8	.	.
O=C(NCc1ccco1)/C(=C/c1ccco1)NC(=O)c1ccc(Br)o1	1	1	-6	-12	-28	-7	-8	7	9	11	-5
O=C(NCc1nnnn1-c1ccc(F)c(F)c1)c1ccc2c(c1)OCO2	-8	-27	2	-3	-7	-10	11	-3	12	-3	-13
O=C(CNc1cccc2ccccc12)N/N=C/c1ccc([N+](=O)[O-])o1	29	17	0	19	-1	43	17	56*	20	-6	0
CCOc1ncccc1C(=O)OCC(=O)NC(=O)NC(C)C	-6	-11	-7	-23	0	-27	9	5	-8	-1	9
CCCn1c(SCC(=O)Nc2cccc(S(=O)(=O)N3CCCC3)c2)n[nH]c1=O	-12	-4	-5	5	-6	11	4	-2	-14	2	5
Cc1ccc(NC(=O)OCCNC(=O)OC(C)C)cc1	-19	2	-1	-17	-27	-29	-36	-16	-13	-4	4
CCCS(=O)(=O)NC(=O)C1(C)CCN(C(=O)c2cc(-c3cccs3)oc2C)C1 (configuration not stated)	-29	-15	-14	-11	6	-12	9	14	-5	.	.
COc1ccc(S(=O)(=O)NCCCCC(=O)O)cc1C(=O)O	1	13	-11	16	9	-4	-1	-14	-14	-19	0
Cc1oc2cc(OCc3cnn(-c4ccccc4)c3)ccc2c(=O)c1Oc1ccccc1F	-10	8	-4	-13	6	-9	9	-18	4	0	-6
O/N=C1\CCCc2c1nc(-c1ccccc1F)n2O	16	-15	-4	-31	5	8	-58	-9	4	.	.
Cc1cc(C)c2c(n1)sc1c(=O)n(Cc3ccc(F)cc3)cnc12	12	-5	-5	-23	0	-1	-7	-19	11	-3	0
O=S(NCc1ccco1)C12CC3CC(CC(C3)C1)C2 (configuration not stated)	7	0	-9	-1	7	7	29	18	13	-3	11
(further entries)
SMILES	SRC3 inh	TRAIL sens C8	NOD2 RIPK2 PPI	NCOA2 inhibitor	NCOA1 inh	LRH-1 inv ag	TROY signal inh	TWEAK-Fn14 inh	NR2F2 inh	EBV LMP1 NFkB	TLR9-MyD88 inh
CC1CC(C)CN(C(=O)C2CCCN(S(=O)(=O)c3cnc[nH]3)C2)C1 (configuration not stated)	13	2	2	-29	0	6	-18	-11	-1	-11	5
c1ccc(Cc2noc(CN3CCCN(C4Cc5ccccc5C4)CC3)n2)cc1	14	-23	-14	17	6	-6	10	-4	8	10	-5
O=C(NCCN1CCOCC1)Nc1ccc(Cl)cc1	-11	-1	-8	-48	-21	-5	-19	-12	-28	-7	-5
CCCSc1nnc(CN2CCOCC2)n1C	-28	21	-4	-18	-11	-9	-2	0	6	-2	-4
Cc1cccc(C)c1C(O)c1ncc(-c2ccccc2F)[nH]1 (configuration not stated)	-2	-10	-7	-20	-5	8	-16	11	-1	.	.
COP(=O)(OC)C(Nc1cc(Cl)cc(Cl)c1)c1cccc(O)c1 (configuration not stated)	15	-2	3	3	2	20	8	30	3	-2	6
CCCCn1c(NCc2ccccc2O)nc2ccccc21	-8	4	-3	-6	6	-15	-24	-28	-3	5	-10
CC(=Cc1ccccc1)C(=O)c1ccccc1	-17	-6	5	-31	8	-1	-16	-7	-7	-8	0
C[C@H]1CN(S(=O)C(C)(C)C)[C@@H](CCO)/C1=C\c1ccccc1 (some centres not stated)	9	5	-1	10	6	-2	1	19	-4	-13	-16
CCc1ccc(CN(C)Cc2nc(COc3ccccc3)no2)nc1	13	-18	-6	2	-15	17	-5	-7	18	-8	3
COc1ccccc1C/C(N)=N/OC(=O)COc1ccc2ccccc2c1	14	-9	2	-19	14	-2	-39	-11	11	-7	10
O=C(Cn1cccc1C(=O)c1ccccc1)NCCC1=CCCCC1	24	6	-4	-24	10	11	7	7	1	-5	-9
O=P(O)(C(O)c1ccccc1)C(O)c1ccccc1 (configuration not stated)	5	-8	-3	18	9	-10	-10	13	-16	-2	5
C[C@@H]1CN([C@@H](C)CO)C(=O)c2cc(C3=CCCCC3)cnc2O[C@H]1CN(C)C(=O)Nc1cccc(F)c1	-14	4	0	-21	-10	-4	0	5	-13	-2	1
CCOC(=O)C1=C(C)N(c2ccc(OC)cc2)C(=O)/C1=C\c1ccc(O)c(OCC)c1	22	-32	-1	4	6	1	9	-4	-3	-4	-2
Cc1cc(C)c(S(C)(=O)=O)c(N(C)NC(=O)c2c(F)cccc2F)n1	7	4	-2	-40	6	-11	9	-3	-2	-7	3
O=C(O)c1csc(-c2ccccc2)n1	19	-2	-9	1	14	0	-12	-19	-12	-3	5
O=C(Nc1ccccc1Cl)N(Cc1nc2ccccc2c(=O)[nH]1)Cc1cccs1	-5	-2	-2	-5	-12	9	-23	30	-5	-2	-18
O=C(CNCc1cccs1)Nc1cc(S(=O)(=O)N2CCCC2)ccc1Cl	12	0	-7	20	8	10	-4	4	-16	0	-4
Cc1cc(C(=O)NC2CCCCC2C)c2ccccc2n1 (configuration not stated)	-14	-5	2	24	1	10	16	-2	-2	2	0
